# Screens deposited in PubChem by several laboratories.
# H69AR inhibit = growth inhibitors of human H69AR lung tumor cells; H69AR lung tumor viability, ATP luminescence, 72 h; active compounds read low; 85,000 tested, 6% active; viability, % at 10 µM;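 active = viability at or below 40%; inactive = viability above 40%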;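 note: multidrug resistant small cell line overexpressing MRP-1 efflux transporter; 100% = mean luminescence of untreated control wells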
# Smad3 inh = Smad3 (human) transcription factor binding inhibition; P84022; TR-FRET Smad3/Dy647-FoxH1 peptide binding, europium anti-His; inhibition, % at 25 µM; 88,000 tested, 0.29% active; AID 630;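 active = compounds that reduce the energy-transfer binding signal between the protein and its labelled peptide by more than half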;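 note: 0% = Smad3 plus labelled peptide maximal FRET and 100% = peptide-only background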
# Target sequence (P84022 whole entry, looked up): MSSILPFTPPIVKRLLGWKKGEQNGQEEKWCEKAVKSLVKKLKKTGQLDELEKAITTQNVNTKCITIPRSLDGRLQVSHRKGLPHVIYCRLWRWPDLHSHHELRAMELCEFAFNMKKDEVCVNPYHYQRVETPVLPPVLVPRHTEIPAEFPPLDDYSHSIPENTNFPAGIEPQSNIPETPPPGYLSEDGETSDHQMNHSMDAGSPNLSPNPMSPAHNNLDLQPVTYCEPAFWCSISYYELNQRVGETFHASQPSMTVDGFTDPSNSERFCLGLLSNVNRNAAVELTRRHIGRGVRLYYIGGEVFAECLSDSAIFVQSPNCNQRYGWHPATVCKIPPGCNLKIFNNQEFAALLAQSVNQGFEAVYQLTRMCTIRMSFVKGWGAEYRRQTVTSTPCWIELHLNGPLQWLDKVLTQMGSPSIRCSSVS
# HUVEC prolif 384 = human endothelial cell proliferation inhibition. HUVEC proliferation, CellTiter-Glo luminescence, 72 h; active compounds read low. viability, % at 10 µM (by protocol). 86,000 tested, 1.1% active;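 active = viability at or below 30%; inactive = viability above 30%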;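 note: 100% = median luminescence of DMSO-only cell control wells on each plate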
# HUVEC tox IL1B = toxic to HUVEC cells under IL-1B stimulation. cell count reduction, % at 2 µM. 94,000 tested, 0.41% active. AID 845. HUVEC cell count loss, Hoechst imaging, IL-1B stimulated;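 active = cell count reduction more than 3 SD above the screen-wide mean, cut at about 70% in these data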;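 note: normalized per plate to untreated control cells as the no-loss baseline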
# VCAM1 TNFa inh = reduces TNF alpha induced VCAM1 expression in HUVEC. 95,000 tested, 0.48% active. HUVEC TNFa-induced VCAM-1 immunofluorescence, high-content imaging. inhibition, % at 2 µM;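 active = inhibition above the batch mean plus 3 SD, with images confirmed as a hit by eye, cut at about 37% in these data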;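 note: 0% = TNF-stimulated DMSO wells and 100% = unstimulated control wells; not every result past the cut was called active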
# Pyk2 oligo antag = Pyk2 (human) oligomerization antagonism; Q14289; z-score (the deposit names both 25 µM and 10 µM); AID 1347419; 99,000 tested, 0.83% active; Q293 cells, Pyk2 FERM NanoBiT luminescence; active compounds read low;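 active = Z-score of -3 or lower, scaled per plate to the spread of control and sample wells; inactive = z-score above -3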;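 note: negative z-score means lost luminescence so less FERM oligomerization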
# F-actin modifier = alters cytoskeleton assembly in HUVEC cells | HUVEC TNFa F-actin phalloidin imaging, high content | inhibition, % at 2 µM | 91,000 tested, 0.18% active;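 active = inhibition above the batch mean plus 3 SD and confirmed as a hit by visual image inspection, cut at about 30% in these data, passing the limit was not always enough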; note: strong numbers were not always called active
# HUVEC tox TNFa = HUVEC cytotoxicity counter-screen, TNF alpha stimulated; 93,000 tested, 0.17% active; AID 848; cell count reduction, % at 2 µM; HUVEC TNFalpha-stimulated, Hoechst cell count, imaging;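 active = cell count reduction exceeding the screen mean by over 5 SD, scaled to untreated wells per plate, cut at about 78% in these data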;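 note: cells counted after 24 h of TNF alpha exposure following the 1 h pretreatment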
# Fibroblast inh = blocks proliferation of human lung fibroblasts; viability, % at 10 µM; LL 47 human lung fibroblast viability, ATP luminescence; active compounds read low; 85,000 tested, 1.1% active;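 active = viability at or below 50% in the single dose screen; inactive = viability above 50%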;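 note: compound exposure lasted 72 h before the ATP readout; 100% = median luminescence of untreated cell-only wells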
#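 Material: human lung fibroblast line LL 47, low passage; Evaluation: viability percentage against median untreated-cell control; Buffer or medium: 15% FBS in IMEM; Incubation: 72 h compound exposure at 37 °C after overnight plating; Dosing: 0.1% DMSO in all compound wells; Measured by: CellTiter-Glo luminescence.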
# * marks the source's active call; other numbers are inactive results; . = not tested or not shown; [ ] = dose if it differs, or a comment. Not all compounds are listed; count on the stated rates, not on these rows.
SMILES,H69AR inhibit,Smad3 inh,HUVEC prolif 384,HUVEC tox IL1B,VCAM1 TNFa inh,Pyk2 oligo antag,F-actin modifier,HUVEC tox TNFa,Fibroblast inh
O=C(CSc1nnc(-c2cccs2)n1-c1ccccc1)N1CCCC1,88,-14,101,4,59,0.47,-44,88*,105
CCOC(=O)C1CCCN(C(=O)CSCc2ccccc2)C1 (stereo not drawn),92,-1,97,-25,9,0.76,16,-30,96
Cc1nc2c(C(=O)NCc3ccc4c(c3)OCO4)cnn2c(C)c1Cc1ccc(F)cc1Cl,44,1,87,22,-3,0.29,-29,18,101
CC1(C)CC2CC(C)(CN2C(=O)CN2C(=O)c3ccccc3C2=O)C1 (stereo not drawn),99,6,101,-45,-12,0.5,0,-17,99
CC(C)(Oc1ccc(Cl)cc1)C(=O)Nc1ccc2oc(-c3ccncc3)nc2c1,87,3,95,-21,3,0.88,-6,-14,87
Cc1ccc(N2C(=O)N(CC(=O)NC(c3ccccc3)c3ccccc3)C(=O)C2C)cc1 (stereo not drawn),90,8,107,10,-9,0.07,9,-28,103
CCOC(=O)c1[nH]c(C)c(C(=O)N2CCN(C(=O)OCC)CC2)c1CC,92,5,106,.,.,0.24,.,.,102
COc1ccccc1C(=O)Nc1ccon1,101,13,97,3,-14,0.8,-13,-11,108
COc1ccc(N2CCN(C(=O)CCn3nnc4ccccc43)CC2)cc1,97,3,104,-28,11,-0.02,3,-11,97
CCCN1C(=O)C(O)(CC(=O)c2cccc(OC)c2)c2ccccc21 (stereo not drawn),28*,0,85,-24,-6,-0.37,16,-9,92
O=C(CC(c1ccccc1)c1cc(Cl)ccc1O)N1CCOCC1 (stereo not drawn),84,13,98,-28,-2,-1.1,11,-28,.
O=C(COC(=O)c1ccccc1Nc1cccc(C(F)(F)F)c1)NCc1ccco1,84,0,100,27,3,-1,-13,12,94
CC(=O)NC(CCS(C)(=O)=O)C(=O)Nc1ccccc1C (stereo not drawn),92,-5,88,18,2,0.23,0,-14,93
Cc1ccccc1NC(=O)C(=O)NCc1ccccn1,.,.,.,9,7,0.24,12,-31,.
CCC1SC2=NC(C)=C(C(=O)OCCOC)C(c3ccc(C(=O)OC)cc3)N2C1=O (stereo not drawn),108,-19,102,-224,5,-0.04,0,-19,106
Nc1c(C(=O)NCCN2CCOCC2)c2nc3ccccc3nc2n1-c1cccc(F)c1,50,4,94,.,.,-0.54,.,.,98
Nn1c(SCC(=O)Nc2ccc3c(c2)OCO3)nnc1-c1ccccc1,87,-4,82,-11,-2,0.32,-4,-17,101
CCOC(=O)Cn1c(-c2ccccn2)nc2ccccc21,74,5,107,-3,2,0,5,-21,103
COc1ccc(-c2csc(NC(=O)c3cc(C)on3)c2C#N)cc1OC,93,1[fluorescence artefact?],80,-54,7,-1.6,7,-8,98
O=C(Nc1ccccc1)NC1(C(=O)N2CCN(C(=O)c3ccco3)CC2)CCCCC1,104,7,104,-30,22,-0.85,-35,-34,106
Cc1ccc(S(=O)(=O)C2(C(=O)Nc3nccs3)CC2)cc1,93,-8,103,.,.,.,.,.,102
O=S(=O)(c1ccc(Cl)nc1)N1CCN(Cc2ccc3c(c2)OCO3)CC1,93,-6,107,-5,4,-0.44,-3,-15,104
CCOC(=O)c1sc(N)c(C#N)c1CSc1nnc(C2CC2)n1N,.,.,.,1,19,0.78,-10,2,.
O=C(ON=C1CCN(S(=O)(=O)c2ccccc2)CC1)c1cccc(Cl)c1,.,.,.,-25,-1,1.3,8,-4,.
O=C(CCC1CCCC1)Nc1ccc(OCC(=O)N2CCOCC2)cc1,92,-3,102,-13,6,0.43,-9,4,103
# (more compounds)
SMILES,H69AR inhibit,Smad3 inh,HUVEC prolif 384,HUVEC tox IL1B,VCAM1 TNFa inh,Pyk2 oligo antag,F-actin modifier,HUVEC tox TNFa,Fibroblast inh
O=C(Nc1ccccn1)NC1CCCCC1,102,-7,111,-110,10,-0.25,3,-10,103
c1ccc(-c2nc(CSc3n[nH]c(-c4cccs4)n3)cs2)cc1,82,5,90,8,1,0.13,4,1,101
CCOc1ccc(-c2noc(COC)n2)cc1OC,94,9[fluorescence artefact?],92,-36,-7,-0.24,6,.,97
COc1ccc(NC(=O)c2ccc(CNc3c(NC4CCCCC4)c(=O)c3=O)cc2)cc1OC,86,5,106,-2,-5,.,11,-15,102
Cn1cnnc1SCC(=O)Nc1ccccc1C(=O)NC1CCCC1,87,-7,104,2,-3,-0.12,-1,-18,100
Cc1ccc(S(=O)(=O)N(CC(=O)N2CCC(C(N)=O)CC2)Cc2ccc(F)cc2)cc1,81,0[fluorescence artefact?],94,12,-3,-0.26,20,-12,95
CCn1c(SCC(=O)Nc2ccc(C(C)=O)cc2)nc2ccccc21,63,-1,67,-10,4,-0.56,-4,-9,75
Cc1cccc(-c2c3c(=O)n(C)c(=O)n(C)c3cn2CC2CCCO2)c1 (stereo not drawn),75,7[fluorescence artefact?],107,-17,8,0.95,-2,-35,106
O=C(OCC1CC(c2ccccn2)=NO1)c1ccc(Br)cc1 (stereo not drawn),88,12[fluorescence artefact?],95,.,.,2.5,.,.,96
CCOC(=O)C1(C)NC(c2ccc(N(C)C)cc2)C2C(=O)N(c3ccc(OC)cc3)C(=O)C21 (stereo not drawn),89,-18,101,-15,0,0.37,12,-49,100
Cc1onc(-c2c(F)cccc2Cl)c1C(=O)Nc1sc2c(c1C#N)CCC(C(C)(C)C)C2 (stereo not drawn),80,6,75,23,-10,0.12,-18,-13,72
O=C1CC(c2cc(Br)ccc2F)c2cc3c(cc2N1)CCC3 (stereo not drawn),.,.,.,30,82*,-0.26,-40,.,.
C=CCn1c(SCC(N)=O)nnc1-c1cccc(Br)c1,94,5,93,-11,14,0.25,-22,11,93
c1ccc2c(c1)oc1c(Nc3ccc4c(c3)OCO4)ncnc12,.,7,72,-38,4,0.74,5,-26,98
O=C1CCCc2c1cc(C(=O)NCc1ccco1)c(=O)n2-c1ccccc1,73,7,90,-34,-11,-0.5,4,2,103
COc1ccc(S(=O)(=O)N(C)Cc2cccs2)cc1Br,90,-5,104,-5,-4,-2.3,4,-8,99
C=CCN1C(=O)CC(C(=O)NC)SC1=Nc1ccc(C(=O)OCC)cc1 (stereo not drawn),97,-1,91,-23,0,0.04,-2,-29,94
CCOC(=O)c1c(C)n(O)c2ccc(Cl)cc2c1=O,90,8,86,.,.,0.38,.,.,102
c1nc(NCCN2CCOCC2)c2c3c(sc2n1)CCCCC3,42,12,96,-38,-14,-0.2,9,-11,94
COC(=O)c1ccccc1NC(=O)c1noc2c1CC(C(C)(C)C)CC2 (stereo not drawn),103,-10,108,-56,-6,0.12,0,-2,105
COc1cccc(NC(=O)CSc2nc3ccccc3cc2Cc2ccccc2)c1,.,.,.,9,8,0.94,-8,-19,.
COc1ccccc1N1CCN(C2CCN(C(=O)c3cccs3)CC2)CC1,91,9[fluorescence artefact?],93,.,.,2.1,.,.,102
CC(=NCc1ccncc1)C1=C(O)c2ccccc2C1=O,102,3,98,-16,5,.,14,-20,105
CC(C)CC(O)(CC(C)C)C(=O)NNc1ccccc1,96,2,69,-44,13,1.1,10,-25,100
CCCn1c(N2CCN(CC(=O)c3c(C)n(C)c4ccccc34)CC2)nc2c1c(=O)[nH]c(=O)n2C,51,-1,78,1,-16,1.1,-4,-26,90

# An excerpt from above, limited to H69AR inhibit:
Structure	H69AR inhibit
CCOC(=O)C1(C)NC(c2ccc(N(C)C)cc2)C2C(=O)N(c3ccc(OC)cc3)C(=O)C21 (stereo not drawn)	89
CC(=NCc1ccncc1)C1=C(O)c2ccccc2C1=O	102
c1nc(NCCN2CCOCC2)c2c3c(sc2n1)CCCCC3	42

# The list goes on:
SMILES,H69AR inhibit,Smad3 inh,HUVEC prolif 384,HUVEC tox IL1B,VCAM1 TNFa inh,Pyk2 oligo antag,F-actin modifier,HUVEC tox TNFa,Fibroblast inh
O=C(Nc1ccccc1Sc1ccccc1)c1ccccc1,.,.,.,12,10,-1.5,-17,-6,.
C=CCn1c(SCc2ccccc2C#N)nnc1-c1cc(Br)ccc1O,74,9,74,-1,9,-1.9,-7,6,102
O=C(CSc1nnnn1-c1ccccc1)N1CCc2ccccc2C1,98,3,92,-1,8,0.49,14,5,106
COc1ccc(N2C(=O)C3CCCN3C2c2cccc(C)c2)cc1Cl (stereo not drawn),92,6,103,-20,-14,-0.31,-8,-16,99
O=C(N/N=C/c1ccc(OCc2ccccc2)cc1)c1cccs1,80,-21,69,21,-27,-0.53,-7,28,89
CC(C)Cn1c(-c2ccc(F)cc2)n[nH]c1=S,78,2,86,15,-1,-0.47,-29,7,102
O=S(=O)(NCC1CCCO1)c1ccc(Oc2ccccc2)cc1 (stereo not drawn),85,3,106,-3,0,-0.03,2,-2,101
Cc1nc2ccc(C(=O)OCc3ccccc3Br)cc2nc1C,.,.,.,-25,3,0.13,-43,-18,.
COc1ccc(Br)cc1CN1CCCC(C(=O)N2CCCCCC2)C1 (stereo not drawn),95,1,95,-18,44,1.1,-3,12,92
O=C(COc1c(F)c(F)cc(F)c1F)NC(=O)NC1CCCC1,90,-2,96,0,4,-2.4,.,-12,97
CC(Sc1cnc2ccccc2n1)C(=O)O (stereo not drawn),95,11[fluorescence artefact?],86,-11,20,3.1,-14,-12,98
COc1ccccc1N=c1scc(-c2ccc3c(c2)NC(=O)CO3)n1CC1CCCO1 (stereo not drawn),61,2,78,.,.,1.1,.,.,96
Cc1ccc2[nH]cc(C(=O)CN3CCN(c4ccccc4F)CC3)c2c1,90,0,98,12,10,1.6,7,-6,97
COc1ccc(CCNC(=O)c2cc(CC(C)C)on2)cc1OC,93,6,104,-43,2,.,2,-17,100
O=C(NCc1cccnc1)c1cc2ccccc2oc1=O,93,3,85,.,-23,0.8,1,-16,94
Cc1ccc(SCCC(=O)OCC(=O)Nc2ncc(Cl)cc2Cl)cc1,80,-8,100,11,6,2.3,4,-3,102
CN(C=O)CP(=O)(O)CCN1CCCC1=O,94,6,115,-2,7,.,4,6,96
CCc1ccc(NC(=O)N(Cc2ccco2)C(C)c2cccs2)cc1 (stereo not drawn),84,-1,114,17,19,-0.38,4,5,96
COc1ccc(NC(=O)CCc2ccccc2)cc1NC(=O)c1ccco1,36*,-3,64,-17,-16,-0.89,-14,-10,98
Cc1nn(C)c(C)c1CN(C)S(=O)(=O)c1ccc2ccccc2c1,98,6,91,-10,8,-0.3,-17,0,93
O=C1c2ccccc2C(=O)N1Nc1ccccc1,.,.,.,-1,-11,0.38,-17,-10,.
O=C(N/N=C/c1ccc(Sc2ccccn2)o1)c1cc2ccccc2cc1O,.,.,.,-56,7,-0.15,-5,-13,.
COc1ccc(CCNC(=O)COC(=O)c2ccco2)cc1OC,103,-14,110,-26,10,0.56,17,-6,101
CCC(c1nnnn1Cc1ccc(F)cc1)N1CCN(C2CCCCC2)CC1 (stereo not drawn),88,2,94,6,1,0.81,3,16,93
c1cn2cc(CSC3CCCCC3)nc2s1,94,7,97,21,7,0.01,5,-23,93
O=C1c2cnc3nc(SCc4cccc(Cl)c4)nn3c2CC2c3ccccc3CCN12 (stereo not drawn),.,.,.,-24,-9,-0.78,-1,-10,.

# Entries above that contain a tert-butyl group, in the order listed:
SMILES,H69AR inhibit,Smad3 inh,HUVEC prolif 384,HUVEC tox IL1B,VCAM1 TNFa inh,Pyk2 oligo antag,F-actin modifier,HUVEC tox TNFa,Fibroblast inh
Cc1onc(-c2c(F)cccc2Cl)c1C(=O)Nc1sc2c(c1C#N)CCC(C(C)(C)C)C2 (stereo not drawn),80,6,75,23,-10,0.12,-18,-13,72
COC(=O)c1ccccc1NC(=O)c1noc2c1CC(C(C)(C)C)CC2 (stereo not drawn),103,-10,108,-56,-6,0.12,0,-2,105
